Bioassay records from PubChem.
SKN-1 inh = C. elegans SKN-1 inhibition; C. elegans VP596 Pgst-4::GFP/RFP ratio, acrylamide-induced, 24 h; inhibition, % at 21.8 µM; 360,000 compounds, 0.49% hits;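 active = interference check ratio from 0.5 to 1.5 plus GFP to RFP signal ratio inhibition reaching or exceeding a fixed threshold, cut at about 30% in these data, passing the limit was not always enough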; also: some compounds called inactive have numbers as strong as hits
FAS TE block = FAS thioesterase (human) inhibition | inhibition, % at 15 µM | recombinant FAS-TE, OMFH fluorogenic substrate, fluorescence endpoint | 360,000 compounds, 0.67% hits | P49327;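 active = compounds whose normalised, plate-corrected inhibition of enzyme fluorescence in the single-dose primary screen is 50% or more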;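 also: 0% = DMSO with enzyme and 100% = substrate without enzyme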
MLLE-PAM2 inh = inhibitors of microRNA-mediated deadenylation, human PABP1 MLLE binding | P11940 | GST-MLLE / FITC-PAM2 fluorescence polarization | inhibition, % at 20 µM | 360,000 compounds, 0.36% hits | AID 588489; in the data active = inhibition above about 35%, passing the limit was not always enough;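 also: plate controls were DMSO wells with GST-MLLE for no effect and wells lacking GST-MLLE protein for full effect; some results filed as inactive read as strong as hits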
E coli Lon inh = E. coli protease La inhibition; P0A9M0; purified E. coli Lon protease, fluorescence polarization; inhibition, % at 7.94 µM; 360,000 compounds, 0.42% hits; AID 602123; in the data active = inhibition above about 13%, passing the limit was not always enough;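 also: 0% = enzyme with probe and DMSO and 100% = no enzyme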
bovine MsrA act = activators of bovine methionine sulfoxide reductase A. purified bovine MsrA, absorbance read-out. activation, % at 10.6 µM. 360,000 compounds, 0.3% hits. AID 602163; in the data active = activation above about 7.5%;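 also: 0% = vehicle and 100% = reference activator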
CendR NRP1 mod = alters CendR peptide binding to human NRP-1; O14786; FAM-RPARPAR peptide binding to NRP-1, fluorescence polarization; inhibition, % at 25 µM; 360,000 compounds, 0.85% hits;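 active = inhibition or corrected inhibition above about 18%, plus a signal ratio from 0.5 to 1.5, limit read from the data, passing the limit was not always enough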; also: strong numbers were not always called active
Tb MetRS inh = blocks T. brucei methionyl-tRNA synthetase activity; purified T. brucei MetRS, ATP depletion, Kinase-Glo luminescence; inhibition, % at 11.9 µM; 360,000 compounds, 0.4% hits;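 active = inhibition above a per-plate cutoff of the control wells' mean inhibition plus 3 SD, cut at about 5.5% in these data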;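 also: 0% = DMSO wells median and 100% = median of wells with control inhibitor compound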
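System: purified T. brucei MetRS enzyme / Detection: Kinase-Glo luciferase luminescence reporting remaining unconsumed ATP / Medium: HEPES buffer with MgCl2, KCl, DTT, spermine, BSA, pyrophosphatase / Replication: singlicate, one well per compound / Evaluation: percent inhibition relative to median high and low control wells / Schedule: 2 h aminoacylation at 25 °C after 15 min preincubation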
MT1-MMP act inh = inhibitors of human MT1-MMP activation. GFP/RFP ratio change, % at 20 µM. HT1080 RFP-PRO-GFP cells, GFP/RFP ratio fluorescence, overnight; percent of plate control window, DMSO zero. 360,000 compounds, 0.061% hits. P50281;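 active = GFP/RFP ratio change of at least 30% with cell ATP level not reduced by more than half and red fluorescence within 50% of control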; also: strong numbers were not always called active
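Assay system: HT1080 cells carrying an RFP-PRO-GFP reporter | Dosing: Single dose of 20 µM compound, 1% DMSO final | Incubation: Cells overnight before dosing, compound overnight, 37 °C, 5% CO2 | Evaluation: GFP/RFP fluorescence ratio | Control set: DMSO and RFP-L50D-GFP cell wells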
MsrA inh = inhibitors of bovine MsrA; inhibition, % at 15.5 µM; purified bovine MsrA, absorbance read-out; 360,000 compounds, 0.75% hits; AID 651718; in the data active = inhibition above about 4.5%;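 also: 0% = vehicle wells with enzyme and 100% = reference inhibitor wells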
The depositor's hits bear a star; i = inactive; nt = not tested or not shown.

SMILES	SKN-1 inh	FAS TE block	MLLE-PAM2 inh	E coli Lon inh	bovine MsrA act	CendR NRP1 mod	Tb MetRS inh	MT1-MMP act inh	MsrA inh
CCOC(=O)C1=C(C)NC(=O)NC1c1ccc(F)cc1 (stereo not drawn)	-10	-3	-3	-2	-3	4	-0.7	5	-0.1
COc1cc(C=O)c(Br)cc1OCc1ccc(C)cc1	9	20	3	-6	-2	0	0.7	2	-0.7
COCCNc1nc(Nc2ccc(F)cc2)c2sccc2n1	-1	-8	1	-1	-3	2	-0.3	3	1.5
CC(OC(=O)CCCOc1ccccc1)C(=O)NC(N)=O (stereo not drawn)	-2	-13	-11	6	-3	2	0.1	5	3.4
O=S(=O)(NNc1ncc(C(F)(F)F)cc1Cl)c1ccc(F)cc1F	7	-6	9	-9	2	-11	-0.1	-2	0.9
CCC(C(=O)OCC(=O)Nc1c(Cl)cc(Cl)cc1Cl)c1ccccc1 (stereo not drawn)	4	27	-2	1	0	5	-0.3	-3	0.4
O=[N+]([O-])c1ccc2c([N+](=O)[O-])ccc3c2c1CC3	25	2	9	14	-2	3	-0.2	-2	0.3
CCCC(=O)Nc1cccc(NC(=O)c2ccc3c(c2)OCCO3)c1	12	-3	-4	-10	-2	6	-0.3	6	-0.7
COc1cccc(CNC(=O)CN(C)S(=O)(=O)c2cnc[nH]2)c1	-9	-4	-13	-11	1	7	-0.7	0	0.2
CCCc1c(-c2ccccc2F)ncn1Cc1ccccc1OC	-7	9	nt	-8	-2	6	-0.2	4	0.4
Cc1ccccc1NC(=S)NC(=O)c1cc(-c2ccccc2)nc2ccccc12	11	21	29	-6	-4	-3	-0.6	-15	3.8
Cn1cc(Cc2ccccc2)c(=O)c(Cc2ccccc2)c1	1	-4	16	-9	-3	12	-0.3	3	-0.1
O=C(Nc1ccccc1)c1cc(N2CCOCC2)nc2ccccc12	8	4	-2	2	1	-2	-0.7	nt	0.5
Cc1ccc(C(=O)NC(=O)CSc2ncccc2C(=O)O)cc1	9	-5	11	-4	-6	1	-0.7	5	0.4
NC(=O)C1CCN(C(=O)C2(NC(=O)Nc3cccc(F)c3)CCCCC2)CC1	-12	-4	10	2	-2	-3	0.3	-2	0.7
O=C(CC(Nc1ccccc1)C(=O)O)c1ccccc1 (stereo not drawn)	18	-9	9	-9	-9	-5	-1.2	-13	0.2
COc1ccc(CN(C)C2CCN(C)CC2)cc1OC	0	-2	12	1	-2	0	0.0	4	-1.1
CCCCNC(=O)C(=O)N/N=C/c1cccc(Br)c1	-2	-5	3	17	-2	-9	-0.3	2	-0.2
CCO[C@@H]1OC(C(N)=O)=C[C@H](c2ccc3c(c2)OCO3)[C@H]1CCCO	7	-12	13	0	-4	14	-0.2	2	0.0
CC(=O)Nc1ccc(S(=O)(=O)N(C)CC(=O)OCC(=O)N2CCCC2=O)cc1	3	-5	-3	-2	-5	9	-0.2	-5	1.1
CC(=O)C1=C(O)C(=O)N(c2ccc(Br)cn2)C1c1cccc([N+](=O)[O-])c1 (stereo not drawn)	-10	4	-4	-3	-10	5	-1.4	-3	3.5
CCOC(=O)C(Cc1ccccc1)NC(=O)Cn1nnc(-c2ccc(SC)cc2)n1 (stereo not drawn)	5	16	4	-6	-5	-8	-0.6	-2	-0.3
Fc1ccc(C(c2nnnn2C2CCCC2)N2CCc3ccccc32)cc1 (stereo not drawn)	-23	17	2	3	-11	-7	-2.0	-12	0.1
O/N=C/c1cn(-c2ccccc2)nc1-c1ccc2c(c1)OCCO2	-2	-22	4	-4	-10	-6	-2.1	-2	0.1
O=C(c1ccco1)N(c1ccccn1)c1ccccn1	-2	-3	3	-9	-1	-3	0.3	-1	-0.5
CCCN1C(=O)/C(=C/c2ccc(N3CCCC3)c(C)c2)NC1=S	46*	-58	192	i	0	125	-0.6	-279	0.4
CN1N=C(C(=O)N2CCCC(C(=O)c3cccc(C(F)(F)F)c3)C2)CCC1=O (stereo not drawn)	4	-4	-3	-4	-1	3	-0.9	5	0.3
COc1ccc(S(=O)(=O)NC(N)=NCCc2ccc(OC)c(OC)c2)cc1C	-10	-7	-4	-6	-5	-8	-0.1	2	-0.1
O=C(COc1ccc2c3c(c(=O)oc2c1)CCC3)Nc1ccc(CCO)cc1	18	-2	9	-5	-4	1	-0.2	5	1.8
Fc1ccc(OCCOCCNCC2CCCO2)cc1 (stereo not drawn)	-15	-13	-19	-3	-13	10	-1.1	5	0.4
C[C@@H]1CN([C@@H](C)CO)C(=O)CCCn2nncc2CO[C@H]1CN(C)S(=O)(=O)c1ccc2c(c1)OCCCO2	2	-6	6	-3	-1	0	-0.6	-1	-1.3
CC(=O)Nc1ccc(S(=O)(=O)N2CCC(c3nc4c(nnn4Cc4ccccc4Cl)c(=O)[nH]3)CC2)cc1	-14	29	2	-6	-6	2	0.3	-3	-1.2
CC1CC(C)CN(C(=O)CCc2nnc3ccc(N4CCCCC4)nn23)C1 (stereo not drawn)	16	-3	3	6	-2	-3	-0.3	-1	-1.1
CC1=NN(c2ccc([N+](=O)[O-])cc2)C(c2ccccc2)C1 (stereo not drawn)	2	18	-22	-1	-5	-8	-1.1	1	0.7
Cc1nn(-c2ccccc2)cc1C(c1c(N)[nH]c(=S)[nH]c1=O)c1c(N)[nH]c(=S)[nH]c1=O	-4	-1	38	-2	-2	-43	-0.2	2	-0.2
C=C(C)CNC(=S)N/N=C/c1ccc([N+](=O)[O-])cc1	-2	0	7	5	-4	20	0.1	4	2.6
O=C(CS(=O)(=O)c1ccccc1)Nc1ncc([N+](=O)[O-])s1	6	-3	-1	3	-2	-13	-0.3	-3	-0.8
Cc1ccc(CCCOC(=O)C[N+]2(C)CCOCC2)cc1	-2	-9	-121	-4	-4	-2	-0.5	-1	0.0
Cc1cc(Cl)cc2c1NC(=O)[C@]21[C@@H]2C(=O)N(Cc3ccccc3)C(=O)[C@@H]2[C@@H]2CCCN21	15	2	-9	-5	-1	-17	0.2	-9	-0.5
COC(=O)[C@@]12C[C@@H](CC(=O)NCc3ccc(C)o3)C(=O)N(Cc3cccc4ccccc34)C1=CCC(C)(C)C2	-8	nt	nt	nt	nt	4	-0.2	-9	-0.7

Single records, as listed above.
Record of `CCCN1C(=O)/C(=C/c2ccc(N3CCCC3)c(C)c2)NC1=S` : SKN-1 inh = 46*; FAS TE block = -58; MLLE-PAM2 inh = 192; E coli Lon inh = i; bovine MsrA act = 0; CendR NRP1 mod = 125; Tb MetRS inh = -0.6; MT1-MMP act inh = -279; MsrA inh = 0.4
Record of `CC1CC(C)CN(C(=O)CCc2nnc3ccc(N4CCCCC4)nn23)C1` (stereo not drawn) : SKN-1 inh = 16; FAS TE block = -3; MLLE-PAM2 inh = 3; E coli Lon inh = 6; bovine MsrA act = -2; CendR NRP1 mod = -3; Tb MetRS inh = -0.3; MT1-MMP act inh = -1; MsrA inh = -1.1

Continuation.
SMILES	SKN-1 inh	FAS TE block	MLLE-PAM2 inh	E coli Lon inh	bovine MsrA act	CendR NRP1 mod	Tb MetRS inh	MT1-MMP act inh	MsrA inh
COc1ccc(C(C(=O)NCc2ccccc2)N(C(=O)c2snc(C(N)=O)c2N)C2CCCC2)cc1 (stereo not drawn)	0	12	7	-3	-3	-18	-0.3	-3	1.7
Cc1cccc(C)c1-n1nnnc1C(c1ccnc2ccccc12)N1CCN(c2ccccc2F)CC1 (stereo not drawn)	9	40	nt	1	-1	-29	-0.3	6	-1.0
COc1cccc(NC(=O)CCNS(=O)(=O)c2ccc(Br)s2)c1	7	6	5	3	-8	0	-0.5	-1	0.7
Cc1cccc(C)c1OCc1cc(C(=O)N2CCNC(=O)C2)no1	-2	-2	0	-3	-3	6	-0.3	-8	-0.7
Cc1nn(-c2ccccc2)c(N2CCCC2)c1/C=N/n1cnc2scc(-c3ccccc3)c2c1=O	1	26	0	-1	0	8	-0.1	-6	-0.6
O=C(Nc1cc([N+](=O)[O-])ccc1O)c1cccc([N+](=O)[O-])c1	9	16	-4	-5	-2	9	-0.8	7	0.0
COc1ccc2nc(SCC(=O)/C(C#N)=C(\C)N)[nH]c2c1	-6	-2	-49	-1	-4	-16	-0.6	-2	-0.2
O=S(=O)(c1ccc(C(F)(F)F)cc1)N1CCN(CCc2ccccc2)CC1	-3	17	16	-1	3	2	0.0	5	0.7
Cc1ccsc1S(=O)(=O)N1CCCC(CCC(=O)NCc2ccccc2F)C1 (stereo not drawn)	-10	3	2	-3	-5	-9	-0.7	-3	0.9
CCOc1c(C)cnc2c1c(=O)n(Cc1ccccc1F)c(=O)n2C	-6	4	4	6	0	15	0.2	2	1.6
Cc1nc(-c2ccc3c(c2)OCCCO3)cs1	5	-3	8	6	-5	7	-1.0	1	-0.3
Cc1ccc(C(=O)Nc2ccc(C(=O)O)cc2)cc1S(=O)(=O)NCc1ccccc1	9	-5	4	6	-2	3	2.0	-1	-1.7
CCCCn1c(SCC(=O)NCCc2ccc(OC)c(OC)c2)nc2c1c(=O)n(C)c(=O)n2C	4	-6	4	-3	-1	3	-0.1	-6	0.0
COCCNC(=O)C1C(=O)Nc2ccccc2C(=O)N1c1ccc2c(c1)OCCO2 (stereo not drawn)	4	nt	nt	nt	nt	-11	-1.0	-1	0.4
Cc1ccc(C(=O)OCC(=O)NCc2ccc(Cl)cc2Cl)o1	-6	4	10	-1	-1	-12	-0.2	0	-0.8
O=C(CN1C(=O)c2ccccc2S1(=O)=O)Nc1cccc(S(=O)(=O)N2CCCCC2)c1	9	1	1	-3	-2	-4	-0.3	7	0.8
CCOc1ccc(C(=O)Nc2ccc(N3CCN(C)CC3)cc2)cc1Br	25	-5	5	-1	-1	13	-1.0	2	-0.6
CCOC(=O)CSc1cccc2cccnc12	-7	-4	29	-14	1	-5	-0.5	5	1.0
CCOc1ccc(CNC(=O)CCC(=O)n2ncc3ccc(Cl)cc32)cc1	9	-1	-4	-6	-1	1	-0.1	-3	-0.3
CCCc1cc(=O)[nH]c(SCC(=O)N(C)C2CCCCC2)n1	14	-5	11	1	-3	-5	-0.5	7	-0.6

Gathered by group: the entries above containing a CF3 group.
SMILES	SKN-1 inh	FAS TE block	MLLE-PAM2 inh	E coli Lon inh	bovine MsrA act	CendR NRP1 mod	Tb MetRS inh	MT1-MMP act inh	MsrA inh
O=S(=O)(NNc1ncc(C(F)(F)F)cc1Cl)c1ccc(F)cc1F	7	-6	9	-9	2	-11	-0.1	-2	0.9
CN1N=C(C(=O)N2CCCC(C(=O)c3cccc(C(F)(F)F)c3)C2)CCC1=O (stereo not drawn)	4	-4	-3	-4	-1	3	-0.9	5	0.3
O=S(=O)(c1ccc(C(F)(F)F)cc1)N1CCN(CCc2ccccc2)CC1	-3	17	16	-1	3	2	0.0	5	0.7

An excerpt of these results, with values under each structure:
Results follow in this order: SKN-1 inh | FAS TE block | MLLE-PAM2 inh | E coli Lon inh | bovine MsrA act | CendR NRP1 mod | Tb MetRS inh | MT1-MMP act inh | MsrA inh
Cc1ccsc1S(=O)(=O)N1CCCC(CCC(=O)NCc2ccccc2F)C1 (stereo not drawn)
→ -10 | 3 | 2 | -3 | -5 | -9 | -0.7 | -3 | 0.9
CCOc1c(C)cnc2c1c(=O)n(Cc1ccccc1F)c(=O)n2C
→ -6 | 4 | 4 | 6 | 0 | 15 | 0.2 | 2 | 1.6
